# Screening results deposited in PubChem by Southern Research Specialized Biocontainment Screening Center.
# H1N1 NS1A inhibition – NS1A inhibition, H1N1 influenza, cell based functional assay (AID 504329); 340,000 compounds, 0.3% hits; inhibition, % at 12.5 µM, or IC50 in µM where a hit was titrated; NS1A functional cell-based assay, percent inhibition; higher % means a stronger effect; in the data active = a potency from the dose series; inconclusive = inhibition above about 27% without an active follow-up result; also: strong numbers were not always called active
# M. tuberculosis HTS – M. tuberculosis growth inhibition, HTS (AID 449762) | inhibition, % at 25 µM; hits with a dose series show IC50 in µM | M. tuberculosis H37Rv growth inhibition, 7H9 media; higher % means a stronger effect | 330,000 compounds, 0.59% hits; in the data active = a potency from the dose series; inconclusive = inhibition above about 70% without an active follow-up result;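 also: bacterial growth assessed after seven days of incubation; strong numbers were not always called active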
# M. tuberculosis – growth inhibition of non-replicating M. tuberculosis (AID 488890); Mycobacterium tuberculosis non-replicating, growth inhibition; higher % means a stronger effect; 320,000 compounds, 0.39% hits; inhibition, % at 25 µM; hits with a dose series show IC50 in µM; in the data active = a potency from the dose series; inconclusive = inhibition mostly from about 82% at the one dose, without a potency; inactive = the rest, 99 in 100 with inhibition below about 76%;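 also: plate controls were DMSO cells for no effect and high antibiotic wells for full effect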
# inhibitors of VEEV – inhibitors of VEEV TC-83 cytopathic effect, confirmation, Vero cells (AID 588727) | Vero cells, VEEV TC-83 cytopathic effect inhibition; higher % means a stronger effect | inhibition, % at 20 µM, or IC50 in µM where a hit was titrated | 350,000 compounds, 0.13% hits; in the data active = a potency from the dose series; inconclusive = inhibition mostly from about 14% at the one dose, without a potency; inactive = the rest, 99 in 100 with inhibition below about 12%; also: strong numbers were not always called active
# PhoP GFP inhibition – PhoP regulon inhibitors, Salmonella typhi PhoP promoter GFP reporter, confirmatory (AID 1850) | Salmonella Typhi PhoP-promoter GFP reporter, fluorescence, 4 h; higher % means a stronger effect | one-dose inhibition, % at 50 µM; IC50 in µM for titrated hits | 310,000 compounds, 0.33% hits; in the data active = a potency from the dose series; inconclusive = inhibition mostly from about 25% at the one dose, without a potency; inactive = the rest, 99 in 100 with inhibition below about 19%;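 also: 0% = induced wells with vehicle and 100% = uninduced wells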
# inhibitors of VEEV 10K pilot screen – recorded beside inhibitors of VEEV, whose call it bears; inhibition, %; measured here: 10K pilot screen inhibition
# * marks the source's active call; other numbers are inactive results; i = inactive; ? = inconclusive; nt = not tested or not shown. This is a random part of the collection. About 1.5% of those tested had a hit in this group.
# A first look (17 entries):
SMILES,H1N1 NS1A inhibition,M. tuberculosis HTS,M. tuberculosis,inhibitors of VEEV,PhoP GFP inhibition,others
O=C(COC(=O)c1cccnc1Cl)Nc1cc(S(=O)(=O)N2CCCCC2)ccc1Cl,-3.7%,-0.3%,16.9%,1.2%,-2.1%,
O=C(c1ccc(S(=O)(=O)Cc2ccccc2Cl)c([N+](=O)[O-])c1)N1CCN(c2ccccn2)CC1,-2.0%,6.1%,76.1%,2.3%,5.3%,
C=CCOC(=O)C1=C[C@@H](c2cn(C(C)=O)c3ccccc23)C[C@@H](OCc2ccc(CO)cc2)O1,5.7%,8.0%,22.5%,8.5%,-5.1%,
CC1(C)CC(NC(=O)c2cccc(S(=O)(=O)Nc3cccc(Cl)c3)c2)CC(C)(C)N1,1.1%,5.6%,26.3%,0.6%,nt,
CCC(=O)c1ccc(OCCn2cncn2)cc1,0.1%,-3.3%,-12.7%,1.3%,3.2%,
Cc1cc(C(=O)NP(=O)(N2CCOCC2)N2CCOCC2)c(C)n1C1CC1,-0.9%,6.4%,7.2%,1.3%,-18.3%,
COC(=O)c1c(NC(=O)c2ccc(Br)o2)sc(C)c1C,-7.3%,5.7%,2.9%,0.3%,0.2%,
COc1ccc(CNCCNC(=O)c2ccco2)c(OC)c1OC,10.8%,-11.5%,12.7%,0.1%,7.0%,
CC(C)CC(=O)Nc1ccc2oc(-c3cccnc3)nc2c1,6.4%,6.1%,-9.0%,1.9%,3.6%,
C[C@@H]1CC=C[C@H]2[C@H]1C(=O)N(Cc1ccccc1)[C@H]2c1ccc(-c2ccc(F)cc2)cc1F,-9.3%,1.9%,7.7%,i,0.1%,
Cc1c(NC(=O)c2ccccc2NS(=O)(=O)c2ccc(F)cc2)c(=O)n(-c2ccccc2)n1C,0.1%,5.6%,5.2%,0.8%,1.1%,
COc1cc(Cc2cc(N)nc(N)n2)cc(OC)c1OC,-8.9%,-5.1%,-15.6%,i,-10.2%,
Cc1cc(C)cc(NC(=S)N2CCN(c3ccccn3)CC2)c1,-1.4%,7.2%,13.4%,0.5%,-7.3%,
COC(=O)c1ccc(C(=O)OC)c(NC(=O)c2cccnc2)c1,3.0%,5.2%,-6.6%,i,6.0%,
COc1ccc(NC(=O)c2ccc(Cl)cc2)c[n+]1[O-],-26.2%,-0.3%,-12.4%,1.4%,16.4%,
CCOc1ccc(-n2cnc3sc4c(c3c2=O)CCCC4)cc1,nt,-9.0%,4.0%,3.0%,3.4%,
Fc1cccc(CCN2CCNC[C@@H]2CC2CCCCC2)c1,3.5%,1.2%,53.6%,i,nt,

# Main list, from the first entry:
SMILES,H1N1 NS1A inhibition,M. tuberculosis HTS,M. tuberculosis,inhibitors of VEEV,PhoP GFP inhibition,others
O=C(COC(=O)c1cccnc1Cl)Nc1cc(S(=O)(=O)N2CCCCC2)ccc1Cl,-3.7%,-0.3%,16.9%,1.2%,-2.1%,
O=C(c1ccc(S(=O)(=O)Cc2ccccc2Cl)c([N+](=O)[O-])c1)N1CCN(c2ccccn2)CC1,-2.0%,6.1%,76.1%,2.3%,5.3%,
C=CCOC(=O)C1=C[C@@H](c2cn(C(C)=O)c3ccccc23)C[C@@H](OCc2ccc(CO)cc2)O1,5.7%,8.0%,22.5%,8.5%,-5.1%,
CC1(C)CC(NC(=O)c2cccc(S(=O)(=O)Nc3cccc(Cl)c3)c2)CC(C)(C)N1,1.1%,5.6%,26.3%,0.6%,nt,
CCC(=O)c1ccc(OCCn2cncn2)cc1,0.1%,-3.3%,-12.7%,1.3%,3.2%,
Cc1cc(C(=O)NP(=O)(N2CCOCC2)N2CCOCC2)c(C)n1C1CC1,-0.9%,6.4%,7.2%,1.3%,-18.3%,
COC(=O)c1c(NC(=O)c2ccc(Br)o2)sc(C)c1C,-7.3%,5.7%,2.9%,0.3%,0.2%,
COc1ccc(CNCCNC(=O)c2ccco2)c(OC)c1OC,10.8%,-11.5%,12.7%,0.1%,7.0%,
CC(C)CC(=O)Nc1ccc2oc(-c3cccnc3)nc2c1,6.4%,6.1%,-9.0%,1.9%,3.6%,
C[C@@H]1CC=C[C@H]2[C@H]1C(=O)N(Cc1ccccc1)[C@H]2c1ccc(-c2ccc(F)cc2)cc1F,-9.3%,1.9%,7.7%,i,0.1%,
Cc1c(NC(=O)c2ccccc2NS(=O)(=O)c2ccc(F)cc2)c(=O)n(-c2ccccc2)n1C,0.1%,5.6%,5.2%,0.8%,1.1%,
COc1cc(Cc2cc(N)nc(N)n2)cc(OC)c1OC,-8.9%,-5.1%,-15.6%,i,-10.2%,
Cc1cc(C)cc(NC(=S)N2CCN(c3ccccn3)CC2)c1,-1.4%,7.2%,13.4%,0.5%,-7.3%,
COC(=O)c1ccc(C(=O)OC)c(NC(=O)c2cccnc2)c1,3.0%,5.2%,-6.6%,i,6.0%,
COc1ccc(NC(=O)c2ccc(Cl)cc2)c[n+]1[O-],-26.2%,-0.3%,-12.4%,1.4%,16.4%,
CCOc1ccc(-n2cnc3sc4c(c3c2=O)CCCC4)cc1,nt,-9.0%,4.0%,3.0%,3.4%,
Fc1cccc(CCN2CCNC[C@@H]2CC2CCCCC2)c1,3.5%,1.2%,53.6%,i,nt,
O=S(=O)(NCC(c1cccnc1)N1CCN(Cc2ccccc2)CC1)c1ccc(Cl)cc1 (centres undefined),-8.2%,2.2%,34.3%,0.5%,-4.8%,
CCOc1ccccc1CNC(=O)c1cc2occc2n1C,9.6%,-14.1%,nt,3.6%,-7.7%,
COc1ccc(NC(=O)C(C)N(c2ccc(C)cc2)S(C)(=O)=O)c(OC)c1 (centres undefined),3.0%,-0.7%,2.3%,0.4%,-9.5%,
O=C(CC1CCCCC1)NCc1ccccc1Cl,-7.5%,5.7%,nt,i,-2.2%,
CN(Cc1nc2c(s1)CCCC2)C(=O)CCc1nnc(-c2ccc3c(c2)OCO3)o1,-12.5%,3.3%,15.4%,0.6%,7.8%,
CC1CCC(NC(=O)Nc2cccs2)CC1 (centres undefined),7.4%,-0.1%,10.9%,1.3%,4.7%,
Cc1cc(NC(=O)COc2ccccc2)n(-c2ccccc2)n1,5.9%,-3.9%,13.7%,0.1%,-6.8%,
CN(C)c1ccc(NC(=O)CN2C(=O)c3ccccc3C2=O)cc1,-1.9%,-13.9%,10.5%,0.3%,-9.1%,
Cn1c2ccccc2c(=O)c2ccc(C#Cc3ccccn3)cc21,nt,-6.3%,29.5%,nt,-11.4%,
CCc1nnc(NC(=O)COc2ccc(N(C)S(=O)(=O)c3ccc(C)cc3)cc2)s1,-8.4%,nt,nt,2.1%,nt,
CCc1ccc(C(=O)COC(=O)CCc2nc3ccccc3c(=O)[nH]2)cc1,-4.8%,-9.5%,18.8%,2.4%,-1.9%,
Cc1nccn1CC(=O)N/N=C/c1cccc(O)c1,-4.7%,3.7%,9.3%,0.3%,-10.3%,
Cc1c(C(=O)NCCSCc2ccc(Cl)cc2Cl)cccc1[N+](=O)[O-],1.4%,5.8%,51.7%,i,1.3%,inhibitors of VEEV 10K pilot screen=1.4
COc1ccc(C2(c3ccc(OC)cc3)NC(=O)N(CC(=O)NC3CCCC3)C2=O)cc1,-9.9%,13.6%,25.2%,7.1%,-1.1%,
COc1ccc(-n2cnc3sc4c(c3c2=O)CCCC4)cc1,-0.7%,9.7%,nt,3.3%,-9.5%,
C[C@@H]1ON(C)[C@H]2C[C@H]3c4cc(N5CCOCC5)ccc4CCN3C(=O)[C@@H]12,-13.2%,nt,nt,0.2%,nt,
CCC(CC)c1nnc(NC(=O)C2CCCO2)s1 (centres undefined),-2.8%,-7.6%,6.7%,1.3%,-5.1%,
CN(C(=O)c1cc(S(=O)(=O)N2CCCCC2)c[nH]1)C1CCCCC1,3.0%,-4.9%,25.5%,0.8%,nt,
CCN(Cc1ccccc1)S(=O)(=O)c1ccc2oc(C(=O)O)c(C)c2c1,7.6%,-5.9%,7.8%,2.8%,-2.2%,
COc1cccc(NC(=O)CN(C)C(=O)c2cccc(S(=O)(=O)N3CC4(C)CC3CC(C)(C)C4)c2)c1 (centres undefined),0.5%,-4.0%,6.8%,1.3%,nt,
Cc1cc(C)cc(NC(=S)N(CCN(C)C)C(C)c2cccnc2)c1 (centres undefined),1.3%,-2.2%,-2.1%,1.4%,4.4%,
Cc1cccn2c(=O)c3cc(C(=O)NCC4CCCO4)c(=N)n(Cc4ccc(F)cc4)c3nc12 (centres undefined),4.8%,-0.4%,25.4%,6.3%,4.5%,
O=C(NC1CCCCC1)c1ccccc1NC(=O)C1CC1,4.5%,-12.5%,-5.2%,i,15.5%,
Cc1ccc(S(=O)(=O)Cc2ccc(C(=O)N3CCc4ccccc4C3)o2)cc1,3.7%,-2.4%,20.6%,9.0%,-14.3%,
COc1ccc(F)cc1C(=O)C1CCCN(Cc2ccc(O)cc2)C1 (centres undefined),-1.3%,-0.6%,-7.6%,i,-6.9%,
O=C(Nc1nnc(-c2ccco2)o1)c1ccc(S(=O)(=O)N2CCCC2)cc1,-16.0%,56.3%,nt,3.0%,10.1%,
CCC(C(=O)Nc1ccccn1)c1ccccc1 (centres undefined),3.9%,0.0%,8.2%,0.1%,-1.8%,
C/C(CC(O)(/C=N/O)c1ccccc1)=N\O (centres undefined),1.3%,nt,32.9%,5.1%,-1.5%,inhibitors of VEEV 10K pilot screen=0.1
CCOC(=O)C(C#N)c1ccccn1 (centres undefined),1.1%,-12.5%,-0.2%,0.1%,-8.2%,
Cc1nc(-c2ccccc2)sc1-c1n[nH]c(=S)n1C,-0.5%,-2.0%,4.5%,1.7%,-9.2%,
Cc1ccccc1CN1CCSc2sccc2C1=O,-8.4%,7.2%,13.9%,0.2%,-3.1%,
CC1CCCN(C(=O)c2cc(-c3cccs3)nc3ccccc23)C1 (centres undefined),0.4%,4.2%,27.0%,8.4%,nt,
CCOC(=O)/C(C#N)=C/c1ccc(N2CCCCC2)cc1,-11.9%,2.9%,?,1.0%,-11.5%,
CCCOc1ccc(C(=O)NNC(=S)NC(=O)c2ccccc2)cc1,-0.9%,?,?,7.4%,2.2%,
CC1=NNC(=O)C1CCC(=O)N/N=C(\C)c1ccccc1 (centres undefined),-5.0%,0.5%,-7.1%,0.2%,0.5%,
COc1cc(C)c(S(=O)(=O)N2CCOCC2)c(C)c1C,3.3%,-2.0%,8.1%,0.5%,-7.2%,
Cc1ccc2[nH]c(=O)c(CN3CCCCC3)c(-c3ccccc3)c2c1,13.5%,?,68.8%,7.1%,6.2%,
Cn1ccc(NC(=O)Nc2ccc(Cl)cc2)n1,-13.9%,6.3%,-6.2%,i,6.0%,
Nc1cccc(Oc2ccc3c(c2)C(=O)N(CC2CCCO2)C3=O)c1 (centres undefined),-5.1%,-1.1%,9.5%,2.1%,13.1%,
C=C(C)C(=O)Nc1cccc(C2=NOC3(C2)C[C@@H](C(N)=O)N(C(=O)CCCCC)C3)c1 (some centres undefined),-5.5%,-1.6%,19.6%,4.1%,7.1%,
CCN1C(=NCCOC)N[C@@H](CCc2ccccc2)[C@H](C(=O)OC)[C@H]1C,-11.0%,-4.2%,23.1%,0.9%,2.6%,
CCOc1cc(C(=O)OC(C)C(=O)Nc2ncc(Cl)cc2Cl)ccc1OCC(=O)N1CCOCC1 (centres undefined),-8.1%,2.6%,-11.4%,0.2%,-1.7%,
CCCCC(=O)NCCc1ccc(S(N)(=O)=O)cc1,-14.0%,8.9%,-4.3%,i,8.0%,
# The results go on:
SMILES,H1N1 NS1A inhibition,M. tuberculosis HTS,M. tuberculosis,inhibitors of VEEV,PhoP GFP inhibition,others
CCCCCn1c(Sc2ccccc2)nc2c1c(=O)[nH]c(=O)n2C,0.1%,-3.2%,nt,1.7%,0.7%,
C/C(=N\NC(=O)C(N)=O)c1ccc(Br)cc1,-1.3%,-4.0%,2.7%,0.3%,-9.9%,
Cc1ccc(CNCC(O)(c2ccc(F)cc2)c2ccc(F)cc2)cc1,-5.1%,53.5%,36.8%,i,6.6%,
COc1ccc(C(CC(=O)Nc2ccccc2OC)n2cccc2)cc1 (centres undefined),7.8%,1.3%,20.3%,8.3%,-9.4%,
COc1ccc(-c2n[nH]c(=S)n2/N=C/C=C/c2ccccc2OC)cc1,4.3%,11.9%,32.3%,0.4%,4.1%,
O=C(NCCc1cccs1)c1ccc(CS(=O)Cc2ccc(Cl)cc2)o1 (centres undefined),-6.9%,2.6%,1.0%,2.9%,5.8%,
